VHR inh abs – VHR1 phosphatase inhibitors, primary screen, biochemical, absorbance, uHTS | Dual specificity protein phosphatase 3 (Homo sapiens), P51452 | recombinant VHR phosphatase, pNPP absorbance | inhibition, % at 13.3 µM | 0.52% of 290,000 active; in the data active = inhibition above about 50%; also: some compounds called inactive have numbers as strong as hits
Target sequence (P51452 whole entry, looked up): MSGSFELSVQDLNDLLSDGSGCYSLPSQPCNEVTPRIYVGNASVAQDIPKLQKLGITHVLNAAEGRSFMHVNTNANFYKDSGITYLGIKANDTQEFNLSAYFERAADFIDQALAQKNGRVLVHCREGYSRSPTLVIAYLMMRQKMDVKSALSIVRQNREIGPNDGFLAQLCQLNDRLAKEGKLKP
PrPC surface inh – inhibitors of human cell surface prion protein PrPC, primary screen, cell-based, TR-FRET; Major prion protein (Homo sapiens), P04156; TR-FRET read-out; inhibition, % at 13.8 µM; 0.43% of 370,000 active; AID 720596, 2013; in the data active = inhibition above about 24%; also: 0% = median of the test wells and 100% = reference compound wells
Vc quorum ag – inducers of Vibrio cholerae quorum light production without autoinducers, primary screen, BH1578 luxS cqsA deficient, single point; activation, % at 18.7 µM; 0.16% of 350,000 active; V. cholerae BH1578 lux reporter, luminescence, 6 h; in the data active = activation mostly above about 9.7%, no sharp cut-off; also: not every result past the cut was called active; inactives centre near 0; reference of the scale not given here
Rv3671c protease – Rv3671c serine protease inhibitors, primary screen, biochemical, fluorescence polarization, M. tuberculosis H37Rv | AID 2606, 2010 | inhibition, % at 5.96 µM | P9WHR9 | 0.048% of 320,000 active; in the data active = inhibition above about 38%;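 also: extracellular domain of Rv3671c used as enzyme; 0% = enzyme with DMSO and 100% = no enzyme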
Target sequence (P9WHR9 whole entry, looked up, the tested form may be a part): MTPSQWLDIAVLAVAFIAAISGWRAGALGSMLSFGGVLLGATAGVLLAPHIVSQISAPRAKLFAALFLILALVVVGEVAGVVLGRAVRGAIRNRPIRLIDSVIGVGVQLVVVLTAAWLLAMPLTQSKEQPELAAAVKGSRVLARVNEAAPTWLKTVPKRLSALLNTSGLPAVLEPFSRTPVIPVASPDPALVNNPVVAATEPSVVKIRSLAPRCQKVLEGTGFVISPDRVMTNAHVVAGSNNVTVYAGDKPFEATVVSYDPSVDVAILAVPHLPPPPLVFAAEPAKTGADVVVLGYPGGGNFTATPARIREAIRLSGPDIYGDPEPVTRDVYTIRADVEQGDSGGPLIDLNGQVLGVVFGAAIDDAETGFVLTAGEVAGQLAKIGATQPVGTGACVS
Yp Topo-I inh – Yersinia pestis topoisomerase I inhibitors, primary screen, biochemical, cleavage product accumulation, plate reader, single point; Y. pestis Topo-I cleavage product accumulation; DNA topoisomerase I (Yersinia pestis CO92); activity, % at 10 µM; 0.064% of 360,000 active; in the data active = activity above about 50%, passing the limit was not always enough; also: inactives centre near 2
PriA SSB inh – inhibitors of Klebsiella pneumoniae PriA binding to SSB C-terminal tail, primary screen, biochemical, AlphaScreen; inhibition, % at 33 µM; 0.6% of 430,000 active; PriA–SSB C-terminal tail interaction (Klebsiella pneumoniae); AlphaScreen SSBct-PriA binding, biotinylated peptide; in the data active = inhibition mostly above about 37%, no sharp cut-off; inactive = mostly below about 20%;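 also: plate controls were negative control peptide for no effect and reference peptide for full effect; strong numbers were not always called active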
MazEF act – activators of E. coli MazEF toxin-antitoxin RNase, primary screen, biochemical, fluorescence, uHTS; AID 504720, 2011; Endoribonuclease toxin MazF (Escherichia coli (strain K12)), P0AE70; activation, % at 20 µM; FAM/BHQ RNA-DNA oligo cleavage fluorescence, 5 h; 0.32% of 350,000 active; in the data active = activation above about 50%
Target sequence (P0AE70 whole entry, looked up): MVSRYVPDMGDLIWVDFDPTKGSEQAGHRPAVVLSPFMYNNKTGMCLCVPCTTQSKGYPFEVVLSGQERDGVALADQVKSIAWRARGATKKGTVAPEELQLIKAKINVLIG
CCHFV vOTU inh – CCHFV vOTU protease inhibitors, primary screen, biochemical, Pep-AMC substrate, fluorescence; Crimean-Congo hemorrhagic fever virus L polyprotein viral ovarian tumor (vOTU) protease …; inhibition, % at 11.5 µM; 0.55% of 370,000 active; in the data active = inhibition above about 30%; also: 0% = vehicle wells with enzyme and 100% = no enzyme wells
TcdB inh – TcdB glycohydrolase inhibitors, primary screen, biochemical, single point, plate reader; Toxin B (Clostridioides difficile), P18177; TcdB glycohydrolase enzymatic assay; inhibition, % at 9.99 µM; 0.24% of 350,000 active; in the data active = inhibition above about 10%
SARS 3CLpro inh – SARS-CoV 3CLpro protease inhibitors, primary screen, biochemical, quenched FRET. 0.14% of 290,000 active. recombinant SARS-CoV 3CLpro, quenched FRET peptide cleavage. Replicase polyprotein 1ab (Severe acute respiratory syndrome coronavirus), P0C6X7. inhibition, % at 6 µM; in the data active = inhibition above about 12%
An asterisk follows results filed as active; i = inactive; . = no result given; & = joins results of further samples. These rows are one share of the data; the hit share may differ from the screen's.

SMILES	VHR inh abs	PrPC surface inh	Vc quorum ag	Rv3671c protease	Yp Topo-I inh	PriA SSB inh	MazEF act	CCHFV vOTU inh	TcdB inh	SARS 3CLpro inh
O=c1cc(O)n(-c2ccccc2)c(=S)[nH]1	13	5	1.9	-3	10	-8	-1	6	.	2
O=[N+]([O-])c1ccc(N2CCN(CC3CCCCC3)CC2)cc1	8	51*	0.7	-2	24	16	6	12	0.8	-6
COc1cc2c(cc1OC)CN(CCOc1ccc(Br)cc1)CC2	-11	-9	3.2	6	27	0	2	-4	1.1	2
FC(F)(F)c1cccc(NC(=S)Nc2cccc(Cl)c2)c1	15	2	i	-7	-14	-25	2	-9	.	-5
Cc1ccccc1OCC(=O)NCC(c1ccco1)N1CCCCC1 (configuration not stated)	13	5	i	4	10	-1	9	23	0.1	-2
O=C(Nc1ccc(S(=O)(=O)NC2=NCCCCC2)cc1)c1ccc(=O)[nH]c1	26	0	-0.9	5	0	1	6	-11	-0.2	1
CC1CCCC(NC(=O)c2nn(C)c3c2CS(=O)(=O)c2ccccc2-3)C1C (configuration not stated)	7	-1	i	6	10	-26	10	14	2.7	7
COc1ccc(Cl)cc1S(=O)(=O)n1c([N+](=O)[O-])cnc1C	-6	1	-0.5	-4	-3	3	4	-10	1.6	2
O=C1CN=C(c2cccc(Br)c2)c2cc(Br)ccc2N1	6	5	i	-1	24	1	-16	-6	5.4	-6
O=C(Nc1nc(-c2ccccn2)cs1)C12CC3CC(CC(O)(C3)C1)C2	-2	-2	i	-5	0	76*	-8	-4	1.1	5
O=C(/C=C/c1cccc(F)c1)NNC(=O)c1ccncc1	.	-1	5.6	2	0	2	0	6	-0.5	.
Cc1nc(SCC(=O)Nc2cc(C)on2)c2c(C)c(C)sc2n1	6	5	1.2	-1	4	-8	8	13	.	1
CC(C)(C)C(=O)Nc1ccc(S(=O)(=O)NC2=NCCCCC2)cc1	.	1	i	3	3	0	2	4	1.1	.
CC(=O)Nc1ccc(NC(=O)CNC(=O)c2sc3ccccc3c2Cl)cc1	.	3	-1.4	-13	-2	-7	-14	6	0.9	.
O=C(O)c1cccc2nc3ccccc3nc12	12	-26	-0.3	12	-9	4	-1	3	1.6	5
Cn1c(=O)c2[nH]c(C3CC=CCC3)nc2n(C)c1=O (configuration not stated)	.	7	i	.	2	0	-1	-9	0.6	.
CC1(C)Cc2c(C#N)c(N3CCN(C(=O)c4ccccc4)CC3)nc(-c3ccco3)c2CS1	4	-4	i	0	6	0	-1	5	.	-4
COc1cc(=O)[nH]c(SC(C)C(=O)Nc2cccc3ccccc23)n1 (configuration not stated)	1	2	i	-1	6	-6	7	14	-0.1	-3
O=S(=O)(Nc1ccccc1)c1ccc(-c2cnc(C3CC3)o2)cc1	-10	3	3.4	4	8	-4	3	15	1.1	-3
O=C(NCCc1ccccc1)c1cc2sccc2n1Cc1ccccc1	20	10	i	1	36	-7	15	20	.	1
Cc1noc(C)c1S(=O)(=O)N(C)C[C@@H]1OCc2cnnn2CCCC(=O)N([C@@H](C)CO)C[C@H]1C	.	4	-0.4	.	-8	.	-4	11	0.7&-0.3	.
CC1=CCC(C(=O)O)(C(=O)N/N=C/c2cccs2)C(c2ccc(Cl)cc2)C1 (configuration not stated)	9	0	-0.3	-3	12	.	-1	26	1.9	5
CCOC(=O)CN1C(=O)N[C@@H](c2cccc(C(F)(F)F)c2)C(C(C)=O)=C1C	.	.	i	-9	-11	0	10	.	.	.
O=C(CNC(=O)c1ccccc1)N/N=C/c1ccccc1Cl	2	-4	-0.1	1	-5	.	12	-4	-0.6	2
O=C(O)CSc1cccc2cccc(C(=O)O)c12	-12	-1	-0.3	-16	0	-7	10	4	2.5	-2

(continued)
SMILES	VHR inh abs	PrPC surface inh	Vc quorum ag	Rv3671c protease	Yp Topo-I inh	PriA SSB inh	MazEF act	CCHFV vOTU inh	TcdB inh	SARS 3CLpro inh
O=C(O)c1ccc(NC2(C(=O)O)CCCC2)cc1	.	7	.	.	2	1	3	-3	-13	.
CC1CCCC(NC(=O)COC(=O)c2cccc(NS(=O)(=O)/C=C/c3ccccc3)c2)C1C (configuration not stated)	-1	-1	-0.2	-31	38	0	-2	4	-0.1	-3
O=C(NCCCN=C1NS(=O)(=O)c2ccccc21)c1ccc(Cl)cc1	20	-5	-3.1	-5	8	-4	3	12	0.5	1
COc1ccc(NC(=O)Cc2ccc(Cl)c(Cl)c2)cn1	13	5	i	2	-4	-2	-2	-12	0.1	3
O=C(NCC1CCCO1)c1ccc(COc2ccc(Cl)cc2)cc1 (configuration not stated)	20	-2	-0.3	-2	-4	-12	-1	4	0.1	-3
CN(C)C(CNC(=S)Nc1cccc(Cl)c1)c1cccnc1 (configuration not stated)	12	4	i	1	2	-6	5	-3	0.4	0
CN(C)S(=O)(=O)n1cc(/C=C(\NC(=O)c2ccccc2)C(=O)N2CCCC2)c2ccccc21	-31	-1	-0.3	-1	22	-19	-1	2	-1.3	-2
CC1C(=O)C(C)C(c2cccc(Br)c2)NC1c1cccc(Br)c1 (configuration not stated)	21	-8	i	-6	13	1	-5	7	-3.3	-3
CC1(C(=O)NS(=O)(=O)C2CC2)CCN(C(=O)c2ccc3c(c2)OCO3)C1 (configuration not stated)	.	-1	-0.7	.	10	.	.	0	1.0	.
CCN1C(=O)CC(C(=O)OC)=C1C	46	-3	i	2	1	3	4	-6	0.4	3
COc1ccccc1NNC(=O)C(O)(c1ccccc1OC)c1ccccc1OC	29	2	-2.9	-9	8	-8	-6	-7	1.6	4
CCOC(=O)C(C(C)=O)C(c1ccc(OC)cc1)C(C(C)=O)C(=O)OCC (configuration not stated)	2	-2	-0.1	2	-10	-10	9	8	.	-3
CCn1cc(C(=O)NCCCN2CCCCCC2)c(=O)c2cc(S(=O)(=O)N3CCc4ccccc4C3)ccc21	-29	-5	-1.6	-18	-1	8	16	3	0.6	3
O=C(C1CCCCC1)N(Cc1ccccc1)c1ccccn1	-5	3	-0.3	2	9	-14	9	-4	.	3
Cc1cc(C(=O)OCC(=O)c2cccs2)ccc1[N+](=O)[O-]	.	-2	-0.4	.	2	22	2	-2	0.9	.
CCc1ccccc1NC(=O)c1cc2ncc(Br)cn2n1	-11	2	-2.0	3	9	-10	0	-4	.	7
CCCn1cnc2c(=S)nc(N)[nH]c21	25	2	i	3	0	3	3	5	1.7	-3
COc1ccc(CCNC/C=C/c2ccccc2)cc1	.	1	0.4	-4	-3	-11	1	-1	2.2	2
COC(=O)C1CCN(CC(=O)N(C)c2c(N)n(Cc3ccccc3)c(=O)[nH]c2=O)CC1	.	5	i	8	3	-3	1	17	0.5	.
Cc1cccc(NC(=O)c2cc(NC(=O)C3CCCCC3C(=O)O)ccc2Cl)n1 (configuration not stated)	10	2	i	-7	4	-2	3	-3	.	3
O=C(CC(Cc1ccccc1)C(=O)O)Nc1cccc(C(F)(F)F)c1 (configuration not stated)	-8	3	i	-1	-7	-13	0	8	2.2	0
C=CCCC1(C(C)C)C(=O)NC(=S)NC1=O	.	-1	1.2	.	5	0	2	2	0.1	.
Cc1cccc(OCC(=O)N(C)c2c(N)n(Cc3ccccc3)c(=O)[nH]c2=O)c1C	.	-2	i	-3	-7	7	2	20	0.0	.
CN(Cc1ccccn1)Cc1nc(COc2ccccc2)no1	16	8	-0.3	0	3	-3	7	3	-0.8	4
O=C(NCc1nc2ccccc2[nH]1)C1=C[C@H](c2coc3ccccc3c2=O)C[C@H](OCc2ccc(CO)cc2)O1	14	2	-0.8	-11	25	-2	-10	16	-0.1&-6.8	.

Next section
SMILES	VHR inh abs	PrPC surface inh	Vc quorum ag	Rv3671c protease	Yp Topo-I inh	PriA SSB inh	MazEF act	CCHFV vOTU inh	TcdB inh	SARS 3CLpro inh
O=C(CSc1nc(-c2ccccc2)nn1C(=O)c1ccccc1)Nc1cccc([N+](=O)[O-])c1	17	-9	-0.4	-17	-3	10	-10	-8	.	0
Cc1nn2c(Nc3ccc(F)cc3)c3c(nc2c1-c1ccccc1)CCC3	5	1	-0.7	-1	5	-6&-5	12	10	0.4	3
COc1ccc(NC(=O)C(CC(C)C)NS(=O)(=O)c2ccc3c(c2)CCN3C(C)=O)cc1OC (configuration not stated)	12	-4	i	-2	-2	-4	5	-14	.	1
Cc1ccc(C)c(N2CCN(C(=O)CCc3nc(-c4ccccc4C)no3)CC2)c1	.	1	-3.9	.	32	3	-10	36*	-4.2	.
CC(C)(C)OC(=O)N1CCCC(C(=O)Nc2ccc(C(=O)NCCc3ccccc3)cc2)C1 (configuration not stated)	.	-3	-0.7	.	21	-11	1	11	-0.5	.
COc1ccc(/C=N/OCC(=O)N(Cc2ccc(OC)cc2)c2ccccc2C(=O)O)cc1	-7	-1	-0.1	-2	6	.	-1	18	-1.2	-2
Cc1nccn1CCC1CCCCN1C(=O)CCc1nnc(-c2ccsc2)o1 (configuration not stated)	-14	-8	-0.4	-11	17	-17	-21	-7	-1.5	3
CN(Cc1cc2ccccc2[nH]c1=O)C(=O)c1cccs1	-11	-3	-0.8	3	7	4	4	-7	0.7	-6
COc1ccc(CSc2nnc(-c3ccncc3)n2C)cc1F	20	-7	-5.6	1	1	6	2	-8	0.0	-3
CN(Cc1ccccc1)c1oc(COc2ccccc2F)nc1C#N	-9	-3	-0.2	-7	41	51*	-10	2	-0.1	4
COc1ccc(NC(=O)CCCCC(=O)Nc2ccc(OC)cc2)cc1	22	-5	-0.5	-5	3	-5	-2	8	1.9	-2
Cc1nn(Cc2ccccc2)c(Cl)c1C(=O)NCCc1ccccc1	-2	3	0.6	8	6	-6	-3	-3	1.0	-5
CC1(C)c2[nH]c3ccccc3c2C[C@@H]2C(=O)N(c3cc(F)ccc3F)C(=O)N21	.	5	-11	6	-7	0	1	-17	.	.
O=C(NC1CCCCC1)c1n[nH]c2c1CC(c1ccccc1)CC2 (configuration not stated)	.	5	i	-12	10	-2	2	4	0.4	.
CCOC(=O)N1CCC(NC(=O)Cn2nc(-c3ccccc3)ccc2=O)CC1	20	-6	-0.5	-6	2	3	3	5	0.4	-6
Cc1cc2oc(=O)cc(CN3CCN(S(=O)(=O)c4cccs4)CC3)c2cc1C	-4	1	3.5	-5	2	-21	1	4	.	-4
O=C(CCCSc1nc(-c2ccco2)cc(C(F)(F)F)n1)Nc1ccc2c(c1)OCO2	-17	23	0.6	-1	1	10	1	6	.	2
COc1cc2c(c(OC)c1OC)-c1ccc(OC)c(=O)cc1[C@@H](NC(C)=O)CC2	21	-1	i	-2	-2	-5	5	2	0.1	8
Nc1nonc1C(=O)NCCNC(=O)c1cccs1	11	5	1.8	2	-6	-2	2	5	0.1	4

Only Yp Topo-I inh and VHR inh abs, for 4 of the compounds above:
| Molecule | Yp Topo-I inh | VHR inh abs |
| --- | --- | --- |
| COc1ccc(NC(=O)Cc2ccc(Cl)c(Cl)c2)cn1 | -4 | 13 |
| O=C(NCC1CCCO1)c1ccc(COc2ccc(Cl)cc2)cc1 (configuration not stated) | -4 | 20 |
| CN(C)C(CNC(=S)Nc1cccc(Cl)c1)c1cccnc1 (configuration not stated) | 2 | 12 |
| CN(C)S(=O)(=O)n1cc(/C=C(\NC(=O)c2ccccc2)C(=O)N2CCCC2)c2ccccc21 | 22 | -31 |

High-throughput results: PubChem, several laboratories
